Bioassay records (PubChem)
TDP43 rescue: inhibitors of TDP-43 toxicity in yeast | TDP-43 expressing yeast growth rescue, BacTiter-Glo, 24 h | AID 652104 | 410,000 compounds, 1.8% hits | Potency, µM (series often up to 46.1 µM), without a hit: at the top dose growth rescue (activation), most hits filed as activators; further: potency means the concentration at half of the fitted maximal effect; % of control where 0% means no effect; nearly all actives have a fitted effect of over 50% in size
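Luminescence from BacTiter-Glo reports growth of TDP-43-expressing yeast after 24 hr at 30 deg C with compound. Cells were raffinose-pregrown to mid-log, then seeded in galactose medium at OD600=0.02.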
Abeta rescue: restores growth of yeast expressing A-beta42 peptide; AID 1347071; Potency, µM (series often up to 46.1 µM), for the others: at the top dose growth rescue, usual class: activators; 410,000 compounds, 0.063% hits; yeast expressing A-beta42, growth rescue, OD600, 48 h; response scale: 0% DMSO, 100% iron-clioquinol control; further: potency means the concentration at half of the fitted maximal effect; nearly all actives have a fitted effect of over 55% in size
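Growth rescue measured by 600 nm absorbance after 48 h yeast culture at 30 C with compound. Values normalized between DMSO and an equimolar ferric chloride plus clioquinol control.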
GLP1R inv ag: GLP-1 receptor (human) inverse agonism. HEK293 GLP-1R CRE-luciferase, luminescence, 24 h; GLP-1R form is constitutively active. Potency, µM (titrated, usually from 38.3 µM), for inactives: top-dose activity change, negative = inhibition, usual class: inhibitors. 410,000 compounds, 1.6% hits. AID 624417; further: potency means the concentration at half of the fitted maximal effect; on the % scale 0 is the no-effect control and ±100 the full control effect; nearly all actives have a fitted effect of over 55% in size
Target sequence (P43220 whole entry, looked up): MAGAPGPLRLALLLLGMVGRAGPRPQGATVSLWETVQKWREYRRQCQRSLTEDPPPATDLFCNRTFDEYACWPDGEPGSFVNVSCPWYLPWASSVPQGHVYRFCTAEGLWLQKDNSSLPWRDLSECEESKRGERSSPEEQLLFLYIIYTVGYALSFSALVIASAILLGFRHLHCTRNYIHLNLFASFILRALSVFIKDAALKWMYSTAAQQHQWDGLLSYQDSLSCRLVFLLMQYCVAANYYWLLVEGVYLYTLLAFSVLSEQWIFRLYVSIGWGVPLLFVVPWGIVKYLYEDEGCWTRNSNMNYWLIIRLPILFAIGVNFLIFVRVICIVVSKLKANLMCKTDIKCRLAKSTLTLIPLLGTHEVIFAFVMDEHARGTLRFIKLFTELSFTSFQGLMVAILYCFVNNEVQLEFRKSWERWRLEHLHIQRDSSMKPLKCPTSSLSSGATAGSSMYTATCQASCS
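qHTS in 1536-well format: reporter HEK293 cells expressing constitutive GLP-1R activity in DMEM + 10% Nu serum, 24 hr with compounds at 37 deg C, luminescence read after 12 min with detection reagent.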
GLP1R cytotox: cytotoxicity in counter-screen for GLP-1R inverse agonists; 410,000 compounds, 0.13% hits; HEK293 cAMP-luciferase reporter cells, luminescence, 24 h; Potency, µM (series often up to 38.3 µM), for the others: top-dose activity change, negative = inhibition, actives largely listed as inhibitors;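 further: loss of luciferase light is scored as toxicity; potency means the concentration at half of the fitted maximal effect; on the % scale 0 is the no-effect control and ±100 the full control effect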
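Luminescence readout: signal drop marks cytotoxicity. Plated cells grew 12 h at 37 °C, 5% CO2, received 23 nL compound for 24 h, then got luciferase reagent, read after 12 min at RT.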
Mm-Cpn inhibitor: inhibitors of Methanococcus maripaludis chaperonin (MmCpn); purified Mm-Cpn ATPase, ADP Transcreener TR-FRET; Potency, µM (highest dose often 76.9 µM), without a hit: top-dose activity, negative = inhibition, most hits filed as inhibitors; 330,000 compounds, 0.031% hits; AID 504842; further: potency means the concentration at half of the fitted maximal effect; on the % scale 0 is the no-effect control and ±100 the full control effect; nearly all actives have a fitted effect of over 80% in size
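Eu-cryptate anti-ADP/ADP-d2 competition gives a ratio inversely related to ADP. Enzyme at 25 nM was pre-exposed to compound for 10 min, then given 10 uM ATP for 30 min, 37°C throughout.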
FUS yeast rescue: FUS proteinopathy suppression in yeast | 390,000 compounds, 0.24% hits | S. cerevisiae FUS-expressing, growth rescue, OD600, 24 h | Potency, µM (doses to about 76.6 µM), without a hit: top-dose growth rescue (activation), most hits filed as activators;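 further: potency means the concentration at half of the fitted maximal effect; plate controls were DMSO vehicle for no effect and reference control for full effect; nearly all actives have a fitted effect of over 55% in size; some results filed as inactive show a strong effect at the top dose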
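Yeast FUS proteinopathy model; galactose-induced FUS (2%), starting OD 0.005. Cpds in dilution series, 24hr, 30C, 99% humidity. Abs 600 nm growth. Pos ctrl CP55940 (top 92uM final); neg ctrl DMSO.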
Akt phos inh: blocks phosphorylation of Akt; Neuro2A IGF-stimulated pAkt S473 HTRF, 20 min; hits give low values; activity change, % for hits at 50 µM; 360,000 compounds, 0.32% hits; AID 651550; in the data active means activity change below about -80%; inconclusive means mostly about -51% to -80%; further: on the % scale 0 is the no-effect control and ±100 the full control effect
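Neuro2A cells (4,500/well, DMEM with 0.5% FBS) were treated with compound at a single 50 µM final concentration, stimulated with 6 nM IGF for 20 min at 37 °C, and lysed. Phospho-Akt Ser473 was read by HTRF as 665/615 ratio ×10^4.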
PTHR1 agonist: agonists of human PTHR1 parathyroid hormone receptor; HEK293 GP2 PTHR1 cells, GloSensor cAMP luminescence, 1 h; Potency, µM (titrated, usually from 115 µM), for inactives: top-dose activation, usual class: activators; Q03431; AID 743266; 410,000 compounds, 0.075% hits; further: potency means the concentration at half of the fitted maximal effect; nearly all actives have a fitted effect of over 55% in size; some results filed as inactive show a strong effect at the top dose; inactives centre near -15; many of its hits are not listed in these tables
Target sequence (Q03431 whole entry, looked up): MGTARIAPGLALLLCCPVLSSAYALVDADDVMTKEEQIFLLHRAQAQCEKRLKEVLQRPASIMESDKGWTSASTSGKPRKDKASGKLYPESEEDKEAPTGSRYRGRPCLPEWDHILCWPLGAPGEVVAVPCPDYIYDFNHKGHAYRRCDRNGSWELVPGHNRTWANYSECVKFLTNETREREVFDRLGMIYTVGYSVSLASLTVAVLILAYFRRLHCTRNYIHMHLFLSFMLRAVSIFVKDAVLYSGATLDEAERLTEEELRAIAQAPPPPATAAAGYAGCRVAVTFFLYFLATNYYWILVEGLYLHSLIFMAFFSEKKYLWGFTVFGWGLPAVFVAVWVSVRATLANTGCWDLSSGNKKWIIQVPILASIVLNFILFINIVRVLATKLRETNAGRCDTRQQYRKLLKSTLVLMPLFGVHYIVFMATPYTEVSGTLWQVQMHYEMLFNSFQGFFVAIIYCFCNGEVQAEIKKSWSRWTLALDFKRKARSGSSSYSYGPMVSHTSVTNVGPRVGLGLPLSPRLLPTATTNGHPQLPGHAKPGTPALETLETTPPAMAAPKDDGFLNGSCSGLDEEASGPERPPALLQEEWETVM
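HEK-293-derived GP2 cells expressing PTHR1 and a GloSensor cAMP reporter, 3,000/well, plated overnight, given luciferin plus IBMX (each 0.5 mM as added) for 1 h at 37 °C, then compound for 1 h at 37 °C. Luminescence was read after 15 min at room temperature.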
aSyn yeast inh: alpha-synuclein toxicity inhibition in yeast | Yeast expressing alpha-synuclein, growth rescue, BacTiter-Glo, 24 h | Potency, µM (highest dose often 46.1 µM), inactives show top-dose growth rescue (activation), hits mostly activators | 370,000 compounds, 0.14% hits | AID 652106; further: potency means the concentration at half of the fitted maximal effect; % of control where 0% means no effect; nearly all actives have a fitted effect of over 65% in size
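Readout is rescue of growth in alpha-synuclein-expressing yeast, so inhibitors of toxicity appear as activators. Growth after 24 hr at 30 deg C in galactose medium is quantified by luminescence.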
Numbers without * were called inactive; i = inactive; ? = inconclusive; · = no result given; & = joins results of further samples; [ ] = dose if it differs, or a comment. Unless noted, the call rests on the fitted dose curve; in most records, active means well fitted curve in the direction sought with a large enough effect; inconclusive means small, poorly fitted or top-dose-only effect, or another doubt; inactive means no such curve, though single readings can be large; an effect the other way counts as inactive or inconclusive. These rows are one share of the data; count on the stated rates, not on these rows.

Each structure is followed by: TDP43 rescue | Abeta rescue | GLP1R inv ag | GLP1R cytotox | Mm-Cpn inhibitor | FUS yeast rescue | Akt phos inh | PTHR1 agonist | aSyn yeast inh
[1] CCCN(CCC)C(=O)c1cc([N+](=O)[O-])cc2c1-c1ccc([N+](=O)[O-])cc1C2=C(C#N)C#N
 : 3% | -3% | 11% | -10% | 0% | 20% | i | i | -2%
[2] O=C(NC(=S)Nc1ccccc1)c1ccc(Br)o1
 : ? | 3% | -23% | 7% | -3% | -1% | i | i | 1%
[3] Cc1c(NC(=O)c2ccc(S(=O)(=O)N(C)c3ccccc3)cc2)c(=O)n(-c2ccccc2)n1C
 : -24%[0.397 µM] | -5% | 16% | 17% | -2% | 32% | i | 13% | -2%
[4] COc1ccccc1N(CC(=O)N(C)Cc1ccccc1)S(=O)(=O)c1cccs1
 : -6% | 2% | -23% | -7% | -1% | 30% | i | i | -3%[1.84 µM]
[5] CCc1cccc(C)c1NC(=O)CN(C)C1=NS(=O)(=O)c2ccccc21
 : 8% | -20% | 10% | -10% | -2% | -19% | i | i | -8%
[6] O=C(NCc1cccnc1)c1cc(C2CCCCN2C(=O)c2ccc3ccccc3c2)on1 (stereo not drawn)
 : 5% | -4% | 7% | -1% | · | 14% | i | i | 0%
[7] CC1(NC(=O)Cc2ccc(Cl)c(Cl)c2)CCS(=O)(=O)C1 (stereo not drawn)
 : 4% | 8% | -12% | 0% | -9% | -10% | i | -24% | 10%
[8] Cc1ccc(NC(=O)Cn2c(CCC(=O)O)ccc2-c2cccs2)cc1Cl
 : -20%[1.82 µM] | 11%&9% | ? | -16%&1% | -1% | 39%&30% | i | i | -3%
[9] Cc1cc(N2CCN(c3cccc(C(F)(F)F)c3)CC2)n2ncnc2n1
 : 15% | 10% | -18% | -2% | 1% | -22% | i | -59%[inhibitor][57.5 µM] | 15%
[10] C=CCc1cccc2cc(C(=O)N(C)C)c(=O)oc12
 : -6% | 12% | -3% | -4% | 1% | -10% | i | i | 0%
[11] Cc1cccc(-c2noc(-c3ccccc3NC(=O)C3CC(=O)N(c4ccccc4C)C3)n2)c1 (stereo not drawn)
 : 14% | -17% | 4% | 4% | · | -19% | · | 16% | ·
[12] CCOc1ccc(-c2nnc(Nc3ccc(S(N)(=O)=O)cc3)c3ccccc23)cc1
 : ? | -14% | -19% | 1% | · | 7% | · | i | ·
[13] Cc1ccccc1C(=O)NNC(=O)c1cccc(Br)c1
 : 21% | -1% | 14% | -2% | ? | -7% | i | i | 8%
[14] C/C(CC1(O)/C(=N/O)CCc2nonc21)=N\O (stereo not drawn)
 : 12% | 5% | 1% | 1% | 0% | -3% | i | -5%[57.5 µM] | -14%
[15] NC(=O)Cn1c(=O)oc2ccccc21
 : 2% | 4% | -2% | 6% | 1% | -4% | i | i | 1%
[16] COc1c2c(cc3ccc(=O)oc13)CCO2
 : ? | -14% | 3% | 2% | -5% | 8% | i | -11% | 3%
[17] O=C(CSCCc1ccccn1)Nc1ccccn1
 : -31%[inhibitor] | -8% | -1% | -10% | 0% | -1% | i | i | -14%
[18] Cc1nonc1C(=O)N/N=C/c1cc2c(cc1Br)OCO2
 : -1% | -4% | 11% | 5% | 3% | 1% | i | ? | -5%
[19] CCc1ccc(NC(=O)c2cc(S(=O)(=O)N3CCCC(C)C3)cn2C)cc1 (stereo not drawn)
 : 23% | -3% | -4% | -16% | · | 12% | · | -20% | ·
[20] COc1ccc(S(=O)(=O)N2CCC(C(=O)NN3CCCCC3)CC2)cc1OC
 : 5% | 2% | 21% | 2% | -1% | 2% | i | -30% | 1%[1.84 µM]
[21] CCn1cc(C(=O)N2CCN(c3ccc(OC)cc3)CC2)c(=O)c2cc(S(=O)(=O)N3CCCCC3)ccc21
 : 11% | 3% | -6% | 2% | 2% | -1% | i | -24% | 3%
[22] COC(=O)Nc1ccc(OCc2ccccc2)cc1
 : -6% | -31% | 0% | -13% | 0% | 26% | · | ? | -24%
[23] COc1ccc(CN(C)C[C@@H]2OCCCC[C@H](C)Oc3ccc(NC(=O)Nc4ccc(F)cc4)cc3C(=O)N([C@H](C)CO)C[C@H]2C)cc1
 : 1% | 3% | ? | ? | · | 28% | i | -13% | -2%
[24] COc1ccc(Cn2c(=O)sc3ccccc32)cc1OC
 : 11µM* | 5% | 69%[activator] | -15% | -3% | 5% | i | -20%[57.5 µM] | ?
[25] CNc1nnc(SCC(=O)N2c3ccccc3NC(=O)CC2C)s1 (stereo not drawn)
 : -4% | -7% | -5% | -9% | 1% | -1% | i | -15% | -5%
[26] O=C(COC(=O)CNC(=O)c1ccc(Cl)c([N+](=O)[O-])c1)NCC1CCCO1 (stereo not drawn)
 : 13% | -6% | -7% | -5% | ? | -8% | i | -25% | 1%
[27] CC(C)CC1(C(=O)NCCN2CCOCC2)C=CCN1C(=O)c1ccccc1 (stereo not drawn)
 : 23% | -2% | 15% | 1% | 0% | -30% | i | 0% | 1%
[28] COc1ccc(C(=O)NC(CC(C)C)C(=O)O)cc1 (stereo not drawn)
 : -6% | 0% | 8% | 8% | 0% | -17% | i | -19% | -4%
[29] CCNc1nc2c(c(=O)n(C)c(=O)n2C)n1CCCc1ccccc1
 : -26% | -4% | ? | 3% | -1% | 3% | i | -29% | 9%
[30] Cc1ccc(/C=C/C(=O)Nc2nccs2)o1
 : 9% | -12% | 96%[activator] | 2% | 0% | · | i | -33%[inhibitor] | -7%
[31] S=c1[nH]nc(Cc2noc3ccccc23)n1-c1ccccc1
 : 17% | 11% | -4%[7.66 µM] | -8%[7.66 µM] | 0% | -7% | i | i | 2%
[32] CCC(OC(=O)c1ccco1)C(=O)NC1CCCC1 (stereo not drawn)
 : -5% | 11% | -3% | -3% | 0% | -14% | i | i | 3%
[33] O=C1C2C(c3ccccc3)(C(=O)N1c1ccc(Cl)cc1)C2(c1ccccc1)c1ccccc1 (stereo not drawn)
 : -18% | ? | ? | -13% | -2% | · | i | i | -3%
[34] CCc1nc2c(OCCC3CCCCC3)cccn2c1N(C)C(=O)c1ccc(OC)cc1
 : -1% | -2% | ? | ? | · | 22µM* | i | -69%[inhibitor] | 7%
[35] COc1ccc(CCC(C)Nc2ccc(F)cc2)cc1 (stereo not drawn)
 : -4% | 7% | 0% | 1% | -1% | 14% | i | i | 5%
[36] CCOc1cc(/C=N/NC(=O)CSc2nncn2C)ccc1OCC(N)=O
 : 0% | -10% | -9% | -3% | 0% | 36% | i | -49%[inhibitor] | -1%
[37] O=C(CCNS(=O)(=O)c1ccc2[nH]c(=O)oc2c1)Nc1ccccc1
 : -12% | 5% | -6% | 15% | 4% | -8% | i | ? | -3%
[38] COc1ccccc1OCC(=O)N/N=C1/SCC(=O)N1Cc1ccccc1
 : 5% | 2% | 5% | -18% | 1% | 14% | i | -3%[57.5 µM] | 12%
[39] CC(=O)c1cccc(NC(=O)COC(=O)COc2ccccc2C)c1
 : 7% | 3% | 3% | 7% | -2% | 17% | i | i | 7%
[40] CCOC(=O)c1[nH]c2ccccc2c1NC(=O)c1ccc(Br)cc1
 : 4% | -6% | -11% | -6% | · | -36% | · | -9% | ·
[41] Cc1ccc(C)c2nc3sc(C(=O)N4CCCc5ccccc54)c(N)c3cc12
 : -5% | 28% | 9% | 1% | 0% | 26% | i | 0%[57.5 µM] | 1%
[42] CCCCN(C)C(=O)c1ccc2c(=O)n3nc(Nc4cc(C)ccc4C)sc3nc2c1
 : 4% | 4% | 13% | 0% | · | 14% | · | -10% | ·
[43] O=C(NCc1ccc(Cl)cc1)c1ccc(N2CCCC2=O)cc1
 : 12% | 3% | 21% | -7% | 1% | 16% | i | -16% | -3%

Shown tab-delimited: entries from further up
no.	structure	TDP43 rescue	Abeta rescue	GLP1R inv ag	GLP1R cytotox	Mm-Cpn inhibitor	FUS yeast rescue	Akt phos inh	PTHR1 agonist	aSyn yeast inh
1	CCCN(CCC)C(=O)c1cc([N+](=O)[O-])cc2c1-c1ccc([N+](=O)[O-])cc1C2=C(C#N)C#N	3%	-3%	11%	-10%	0%	20%	i	i	-2%
2	O=C(NC(=S)Nc1ccccc1)c1ccc(Br)o1	?	3%	-23%	7%	-3%	-1%	i	i	1%
3	Cc1c(NC(=O)c2ccc(S(=O)(=O)N(C)c3ccccc3)cc2)c(=O)n(-c2ccccc2)n1C	-24%[0.397 µM]	-5%	16%	17%	-2%	32%	i	13%	-2%
4	COc1ccccc1N(CC(=O)N(C)Cc1ccccc1)S(=O)(=O)c1cccs1	-6%	2%	-23%	-7%	-1%	30%	i	i	-3%[1.84 µM]
5	CCc1cccc(C)c1NC(=O)CN(C)C1=NS(=O)(=O)c2ccccc21	8%	-20%	10%	-10%	-2%	-19%	i	i	-8%
6	O=C(NCc1cccnc1)c1cc(C2CCCCN2C(=O)c2ccc3ccccc3c2)on1 (stereo not drawn)	5%	-4%	7%	-1%	·	14%	i	i	0%
7	CC1(NC(=O)Cc2ccc(Cl)c(Cl)c2)CCS(=O)(=O)C1 (stereo not drawn)	4%	8%	-12%	0%	-9%	-10%	i	-24%	10%
8	Cc1ccc(NC(=O)Cn2c(CCC(=O)O)ccc2-c2cccs2)cc1Cl	-20%[1.82 µM]	11%&9%	?	-16%&1%	-1%	39%&30%	i	i	-3%
9	Cc1cc(N2CCN(c3cccc(C(F)(F)F)c3)CC2)n2ncnc2n1	15%	10%	-18%	-2%	1%	-22%	i	-59%[inhibitor][57.5 µM]	15%
10	C=CCc1cccc2cc(C(=O)N(C)C)c(=O)oc12	-6%	12%	-3%	-4%	1%	-10%	i	i	0%
